High-throughput results: PubChem, several laboratories
ABCB6 inh MLPCN – blocks the human ABCB6 transporter. Q9NP58. K562-ABCB6 porphyrin accumulation, flow cytometry, 1 h; stronger effect = lower value. fluorescence ratio to DMSO, % at 10 µM. hit rate 0.19% among 360,000. AID 602162;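 active = fluorescence ratio to DMSO below 75%, the collection mean minus 3 SD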;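 note: signal is porphyrin accumulated inside mitochondria; 100% equals median channel fluorescence of DMSO control wells; lower ratio means ABCB6 inhibition with less porphyrin fluorescence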
Target sequence (Q9NP58 whole entry, looked up): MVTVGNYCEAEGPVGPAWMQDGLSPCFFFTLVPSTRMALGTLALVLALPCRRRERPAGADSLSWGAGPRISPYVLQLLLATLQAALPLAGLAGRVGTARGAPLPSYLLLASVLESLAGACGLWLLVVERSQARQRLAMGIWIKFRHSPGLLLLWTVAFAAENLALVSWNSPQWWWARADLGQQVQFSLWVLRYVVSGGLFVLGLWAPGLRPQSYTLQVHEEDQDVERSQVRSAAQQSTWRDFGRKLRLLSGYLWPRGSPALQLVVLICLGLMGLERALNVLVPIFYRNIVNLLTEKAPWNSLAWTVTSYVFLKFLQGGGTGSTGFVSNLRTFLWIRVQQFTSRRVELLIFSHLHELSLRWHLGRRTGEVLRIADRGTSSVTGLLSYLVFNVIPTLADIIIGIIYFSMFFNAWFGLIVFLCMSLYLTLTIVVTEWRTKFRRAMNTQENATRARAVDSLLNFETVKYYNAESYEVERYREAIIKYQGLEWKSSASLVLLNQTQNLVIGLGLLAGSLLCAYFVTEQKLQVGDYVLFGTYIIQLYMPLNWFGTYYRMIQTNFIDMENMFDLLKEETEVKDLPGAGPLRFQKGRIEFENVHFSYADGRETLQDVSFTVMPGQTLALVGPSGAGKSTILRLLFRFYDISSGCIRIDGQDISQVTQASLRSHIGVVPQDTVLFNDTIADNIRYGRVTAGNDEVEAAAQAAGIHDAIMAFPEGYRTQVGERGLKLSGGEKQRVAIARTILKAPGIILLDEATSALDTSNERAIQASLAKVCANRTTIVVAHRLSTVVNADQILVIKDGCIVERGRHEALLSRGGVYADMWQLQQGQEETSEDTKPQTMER
CaV13 ICDI inh – Primary screen for inhibitors of IQ motif and Ca2+-dependent inactivation inhibitor domain binding in CACNA1D, Förster resonance energy transfer in living cells, …; AID 743397; HEK cells, CFP/YFP FRET ICDI-IQ, plate reader, 10 min; percent FRET-ratio fall versus neutral wells; hit rate 0.098% among 340,000; inhibition, % at 12.3 µM;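 active = mean replicate inhibition of at least 30% and at least 1% of replicates passing that level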;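 note: 0% = median of the neutral control wells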
iPSC survival up – increases survival of single human iPS cells | hiPSC single-cell survival, ATPlite luminescence; 100% = ROCK inhibitor wells, 0% = DMSO | survival enhancement, % at 20 µM | hit rate 0.044% among 360,000 | AID 602274; in the data active = survival enhancement above about 18%;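 note: cells exposed to compounds for 16 hours before the ATP read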
m5-HT2A agonist – activates the mouse 5-HT2A serotonin receptor. hit rate 0.66% among 360,000. P35363. activation, % at 7.6 µM. CHO-K1 mHTR2A beta-arrestin complementation, luminescence; percent of 30 µM serotonin response. AID 624169;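 active = activation above a run cutoff, the mean activation of all tested compounds plus 3 SD, cut at about 14% in these data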;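 note: 0% = plate median of compound wells and 100% = 30 µM serotonin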
Granule exo inh – lytic granule exocytosis inhibition. hit rate 0.66% among 360,000. inhibition, % at 10 µM. AID 651702. TALL-104 LAMP-1 surface exposure, flow cytometry; cells stimulated with thapsigargin and PMA;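 active = inhibition above about 55%, limit read from the data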
Cardio protect – myocardial damage modulation in H9c2 cells; protection from H2O2 cell death, % at 20 µM; hit rate 0.63% among 360,000; H9c2 cardiomyocytes, H2O2 injury protection, ATPLite, 2 h; AID 588492;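 active = compounds giving at least 50% protection of heart cells from peroxide-induced death in the single-dose screen, raw or plate-pattern-corrected value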;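 note: 0% = DMSO wells with peroxide and 100% = DMSO wells without peroxide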
PDI turbidity – PDI (human) enzyme inhibition | hit rate 0.052% among 350,000 | inhibition, % at 10 µM | P07237 | PDI insulin aggregation turbidity, A650, 90 min;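 active = mean inhibition across replicates of 30% or more, whatever share of single replicates reach that level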;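 note: absorbance from insulin aggregation driven by PDI reduction with DTT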
aDG glyco up – increases alpha dystroglycan glycosylation | Pro5-aDG cells, alpha-DG glycosylation AlphaScreen (IIH6); 0% Pro5, 100% B10-LARGE cell signal | activation, % at 10 µM | hit rate 0.22% among 360,000 | AID 624168;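 active = activation of at least 8% versus controls, or a plate z-score of at least 8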;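 note: Pro5 are CHO cells carrying HIG-tagged alpha-DG that lacks glycosylation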
Vif imaging – HIV Vif inhibition | AID 602346 | hit rate 0.35% among 340,000 | inhibition, % at 7.49 µM | HEK293T cells, Vif self-association by quenched fluorescence, imaging, 24 h; in the data active = inhibition above about 50%, passing the limit was not always enough; note: some results filed as inactive read as strong as hits
N-glyco inh – N-linked glycosylation inhibition; reporter increase, % at 12.5 µM; hit rate 0.23% among 360,000; D54 ERlucT glycosylation luciferase reporter, 24 h; percent of 100 nM tunicamycin response;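 active = mean luciferase reporter signal, scaled so untreated is 0 and the glycosylation-blocking control 100, at or above a set limit in every replicate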;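 note: luciferase carries N-glycosylation sites so blocking glycosylation raises the light; 0% = median of neutral control wells and 100% = median of 100 nM tunicamycin wells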
The depositor's hits bear a star.

Cc1ccc(-n2nc3c(N4CCC(C(=O)N5CCN(C)CC5)CC4)nnc(C)c3c2C)cc1 was read as ABCB6 inh MLPCN 106, CaV13 ICDI inh -4, iPSC survival up -0.4, m5-HT2A agonist -4, Granule exo inh -2, Cardio protect 0, PDI turbidity 8, aDG glyco up 0.1, Vif imaging -4 and N-glyco inh 0.
`O=C(NC1CC(=O)N(c2ccc(F)cc2)C1)C(=O)c1c[nH]c2ccccc12` (configuration not stated) gave ABCB6 inh MLPCN 98, CaV13 ICDI inh -2, iPSC survival up 0.3, m5-HT2A agonist -1, Granule exo inh 2, Cardio protect 0, PDI turbidity 2, aDG glyco up -0.3, Vif imaging -3 and N-glyco inh -2.
For Cc1cc2[nH]c(=O)c(=O)[nH]c2cc1S(=O)(=O)N1CCN(c2cccc(C(F)(F)F)c2)CC1 the results were ABCB6 inh MLPCN 111, CaV13 ICDI inh -2, iPSC survival up -0.1, m5-HT2A agonist -1, Granule exo inh -26, Cardio protect 0, PDI turbidity -11, aDG glyco up 0.0, Vif imaging 4 and N-glyco inh -1.
For COc1ccc(NC(=S)NNS(=O)(=O)c2ccc3ccccc3c2)c(OC)c1 the results were ABCB6 inh MLPCN 102, CaV13 ICDI inh -6, iPSC survival up -3.0, m5-HT2A agonist 0, Granule exo inh -3, Cardio protect 2, PDI turbidity -4, aDG glyco up 0.2, Vif imaging 0 and N-glyco inh 1.
Screening O=C(NC(=S)N1CCN(C(c2ccccc2)c2ccccc2)CC1)c1ccc(S(=O)(=O)N2CCOCC2)cc1 returned ABCB6 inh MLPCN 99, CaV13 ICDI inh -8, iPSC survival up 4.6, m5-HT2A agonist -2, Granule exo inh 6, Cardio protect 8, PDI turbidity -4, aDG glyco up 0.1, Vif imaging -7 and N-glyco inh 0.
For CN(C)c1nc2c(c(N)nn2-c2ccc(Cl)cc2)c(=O)o1 the results were ABCB6 inh MLPCN 99, CaV13 ICDI inh -5, iPSC survival up -0.6, m5-HT2A agonist -4, Granule exo inh -2, Cardio protect 9, PDI turbidity 1, aDG glyco up 0.1, Vif imaging -1 and N-glyco inh 2.
`CC1Cc2cc(/C(O)=C3/C(=O)C(=O)N(Cc4ccco4)C3c3cccs3)ccc2O1` (configuration not stated) gave ABCB6 inh MLPCN 95, iPSC survival up 1.7, m5-HT2A agonist 2, Granule exo inh -5, Cardio protect -4, PDI turbidity 10, aDG glyco up 0.1, Vif imaging -2 and N-glyco inh -8.
`CCOC(=O)c1cn(CC)c2cc(Cl)c([N+](=O)[O-])cc2c1=O` gave ABCB6 inh MLPCN 97, CaV13 ICDI inh -4, iPSC survival up 0.4, m5-HT2A agonist 0, Granule exo inh -4, Cardio protect 0, PDI turbidity -18, aDG glyco up 0.6, Vif imaging -1 and N-glyco inh 3.
Screening Cn1c(SCC(=O)N2CCOCC2)nnc1-c1ccc2ncccc2c1 returned ABCB6 inh MLPCN 102, CaV13 ICDI inh -2, iPSC survival up -0.3, m5-HT2A agonist 4, Granule exo inh -4, Cardio protect 6, PDI turbidity -5, aDG glyco up 0.1, Vif imaging 7 and N-glyco inh -1.
For CN1CCN(S(=O)(=O)c2cccc(C(=O)Nc3cc(C(F)(F)F)ccc3N3CCCCC3)c2)CC1 the results were ABCB6 inh MLPCN 99, CaV13 ICDI inh -6, iPSC survival up 0.4, m5-HT2A agonist -3, Granule exo inh 16, Cardio protect 0, PDI turbidity -11, aDG glyco up 0.1, Vif imaging -12 and N-glyco inh -4.
`Cc1ccc2c(C)c(C(=O)NCc3ccc(S(N)(=O)=O)cc3)oc2c1C` gave ABCB6 inh MLPCN 99, CaV13 ICDI inh 0, iPSC survival up -0.2, m5-HT2A agonist 4, Granule exo inh -1, Cardio protect -13, PDI turbidity -1, aDG glyco up -0.1, Vif imaging 1 and N-glyco inh -1.
CC(=O)N1CCN(C(=O)c2cc3c(s2)CCCC3)CC1 was read as ABCB6 inh MLPCN 97, CaV13 ICDI inh -5, iPSC survival up -0.2, m5-HT2A agonist -4, Granule exo inh -1, Cardio protect 3, PDI turbidity 9, aDG glyco up -0.3, Vif imaging -2 and N-glyco inh 2.
For O=c1[nH]c2ccccc2n2c(-c3ccncc3)nnc12 the results were ABCB6 inh MLPCN 96, CaV13 ICDI inh -2, iPSC survival up 5.6, m5-HT2A agonist 0, Granule exo inh -2, Cardio protect 3, PDI turbidity 9, aDG glyco up -0.3, Vif imaging -3 and N-glyco inh 4.
Screening O=C(N/N=C/c1sc(=O)n(Cc2ccc(Br)cc2)c1Cl)c1ccco1 returned ABCB6 inh MLPCN 93, CaV13 ICDI inh -3, iPSC survival up 0.7, m5-HT2A agonist -6, Granule exo inh 9, Cardio protect -17, PDI turbidity 9, aDG glyco up -0.1, Vif imaging -9 and N-glyco inh 3.
CC(C)Oc1ccc(C(CCNCc2ccc(O)cc2)c2ccccc2)cc1 (configuration not stated) was read as ABCB6 inh MLPCN 96, CaV13 ICDI inh -2, iPSC survival up -0.9, m5-HT2A agonist -13, Granule exo inh -1, Cardio protect -19, PDI turbidity 8, aDG glyco up -0.2, Vif imaging -17 and N-glyco inh -6.

The list goes on; the last 2 above are carried over.
Screening O=C(N/N=C/c1sc(=O)n(Cc2ccc(Br)cc2)c1Cl)c1ccco1 returned ABCB6 inh MLPCN 93, CaV13 ICDI inh -3, iPSC survival up 0.7, m5-HT2A agonist -6, Granule exo inh 9, Cardio protect -17, PDI turbidity 9, aDG glyco up -0.1, Vif imaging -9 and N-glyco inh 3.
CC(C)Oc1ccc(C(CCNCc2ccc(O)cc2)c2ccccc2)cc1 (configuration not stated) was read as ABCB6 inh MLPCN 96, CaV13 ICDI inh -2, iPSC survival up -0.9, m5-HT2A agonist -13, Granule exo inh -1, Cardio protect -19, PDI turbidity 8, aDG glyco up -0.2, Vif imaging -17 and N-glyco inh -6.
For COc1ccc(F)cc1S(=O)(=O)Nc1cc2c3c(c1)CC(=O)N3CCC2 the results were ABCB6 inh MLPCN 94, CaV13 ICDI inh -10, iPSC survival up -0.3, m5-HT2A agonist 5, Granule exo inh 1, Cardio protect -4, PDI turbidity 1, aDG glyco up -0.2, Vif imaging 0 and N-glyco inh 8.
Cc1ccc(N2C(=O)c3oc4ccccc4c(=O)c3C2c2cccc(O)c2)nc1 (configuration not stated) was read as ABCB6 inh MLPCN 91, CaV13 ICDI inh -2, iPSC survival up 0.1, m5-HT2A agonist -3, Granule exo inh -3, Cardio protect -2, aDG glyco up 0.0, Vif imaging 9 and N-glyco inh 0.
`O=C(Nc1ccccc1N1CCOCC1)c1ccc(OCc2cscn2)cc1` gave ABCB6 inh MLPCN 101, CaV13 ICDI inh -7, iPSC survival up -0.2, m5-HT2A agonist 6, Granule exo inh 8, Cardio protect 9, PDI turbidity -2, aDG glyco up 0.0, Vif imaging -7 and N-glyco inh 6.
O=C(NCCN1CCN(C(=O)NC2CCCCC2)CC1)NC1CCCCC1 was read as ABCB6 inh MLPCN 97, iPSC survival up -1.1, m5-HT2A agonist 1, Granule exo inh 1, Cardio protect 1, PDI turbidity 2, aDG glyco up 0.2, Vif imaging -20 and N-glyco inh 3.
Screening COc1cc(NC(=O)CSc2nnc(-c3ccncc3)n2C2CCCCC2)ccc1NC(=O)c1ccco1 returned ABCB6 inh MLPCN 97, CaV13 ICDI inh -10, iPSC survival up 1.2, m5-HT2A agonist 0, Granule exo inh 0, Cardio protect 16, PDI turbidity 4, aDG glyco up 0.0, Vif imaging 10 and N-glyco inh 2.
CCCN1CCC(NC(=S)Nc2cccc(Cl)c2Cl)CC1 was read as ABCB6 inh MLPCN 91, CaV13 ICDI inh 1, iPSC survival up -1.0, m5-HT2A agonist -5, Granule exo inh 52, Cardio protect 3, PDI turbidity 8, aDG glyco up 0.5, Vif imaging 3 and N-glyco inh -2.
Screening CCC(C)N(C(=O)Cn1nc(C)c([N+](=O)[O-])c1C)C1CCS(=O)(=O)C1 (configuration not stated) returned ABCB6 inh MLPCN 101, CaV13 ICDI inh -5, iPSC survival up -0.2, m5-HT2A agonist 0, Granule exo inh -1, Cardio protect 4, PDI turbidity -5, aDG glyco up 0.2, Vif imaging 3 and N-glyco inh 0.
`O=C(Nc1ccccc1C(F)(F)F)C1CCN(C(=O)c2cccs2)CC1` gave ABCB6 inh MLPCN 101, CaV13 ICDI inh -2, iPSC survival up -0.6, m5-HT2A agonist 9, Granule exo inh 18, Cardio protect 5, PDI turbidity -2, aDG glyco up 0.1, Vif imaging -2 and N-glyco inh 1.
Screening COCCNC(=O)C1(C)CCCN(C(=O)c2ccc(N(C)C)cc2)C1 (configuration not stated) returned ABCB6 inh MLPCN 93, CaV13 ICDI inh -5, iPSC survival up -0.5, m5-HT2A agonist 4, Granule exo inh -11, Cardio protect 3, PDI turbidity -1, aDG glyco up -0.2 and N-glyco inh 3.
`CCOc1ccc(CNC(=O)c2ccccc2NC(=O)C2=CSCCO2)cc1` gave ABCB6 inh MLPCN 101, CaV13 ICDI inh -3, iPSC survival up 0.2, m5-HT2A agonist -4, Granule exo inh -9, Cardio protect 1, PDI turbidity 9, aDG glyco up 0.0, Vif imaging -2 and N-glyco inh -3.
Screening COc1ccc(-c2noc(CSc3nc4sc(C)c(C)c4c(=O)n3-c3ccccc3)n2)cc1 returned ABCB6 inh MLPCN 93, CaV13 ICDI inh -3, iPSC survival up -1.6, m5-HT2A agonist 0, Granule exo inh 3, Cardio protect 2, PDI turbidity 0, aDG glyco up 0.0, Vif imaging 0 and N-glyco inh -2.
CSc1ncccc1C(=O)Nc1nccs1 was read as ABCB6 inh MLPCN 101, CaV13 ICDI inh -4, iPSC survival up 0.2, m5-HT2A agonist 10, Granule exo inh -15, Cardio protect -2, PDI turbidity 5, aDG glyco up 0.0, Vif imaging 8 and N-glyco inh -3.
O=C(NN1CCOCC1)c1ccco1 was read as ABCB6 inh MLPCN 95, CaV13 ICDI inh -2, iPSC survival up 0.0, m5-HT2A agonist 0, Granule exo inh 2, Cardio protect 3, PDI turbidity -1, aDG glyco up 0.2, Vif imaging 8 and N-glyco inh 3.
For O=C(CC1(c2ccc(Cl)cc2)C2CC3CC(C2)CC1C3)NCCO (configuration not stated) the results were ABCB6 inh MLPCN 101, CaV13 ICDI inh -2, iPSC survival up 0.6, m5-HT2A agonist -7, Granule exo inh -6, Cardio protect 10, PDI turbidity 3, aDG glyco up 0.1, Vif imaging 13 and N-glyco inh 1.
`COc1ccc(NC(=S)NN2C(C)CCCC2C)cc1` (configuration not stated) gave ABCB6 inh MLPCN 98, CaV13 ICDI inh -5, iPSC survival up -0.6, m5-HT2A agonist 3, Granule exo inh 4, Cardio protect -12, PDI turbidity 1, aDG glyco up 0.0, Vif imaging 0 and N-glyco inh 0.
For CNC(=O)C1CC(=O)N(CCc2ccc(C)cc2)C1 (configuration not stated) the results were ABCB6 inh MLPCN 95, CaV13 ICDI inh -4, iPSC survival up -0.5, m5-HT2A agonist -5, Granule exo inh 14, Cardio protect 2, PDI turbidity -2, aDG glyco up 0.0, Vif imaging -18 and N-glyco inh 3.
`CCN1CCCC(OC(=O)c2cc(-c3ccc(C)cc3)nc3ccccc23)C1` (configuration not stated) gave ABCB6 inh MLPCN 99, CaV13 ICDI inh 11, iPSC survival up -3.0, m5-HT2A agonist -3, Granule exo inh 13, Cardio protect 1, PDI turbidity 0, aDG glyco up 1.2, Vif imaging -3 and N-glyco inh -7.
